UDG counterscr – UDG inhibition counter-screen. FRET deamination/UDG coupled assay, UDG read, 4 h. Potency, µM (series often up to 115 µM), without a hit: at the highest dose activity change, negative = inhibition, actives largely listed as inhibitors. actives 0.14% (n = 91,000). AID 1347430; note: nearly all actives have a fitted effect of over 65% in size
AID inh – blocks human AID cytidine deaminase activity; AID deamination FRET fluorescence, UDG-coupled, 4 h; Potency, µM (highest dose often 115 µM), without a hit: at the top dose activity change, negative = inhibition, actives largely listed as inhibitors; actives 0.32% (n = 91,000); note: nearly all actives have a fitted effect of over 25% in size
Target sequence (Q9GZX7 whole entry, looked up): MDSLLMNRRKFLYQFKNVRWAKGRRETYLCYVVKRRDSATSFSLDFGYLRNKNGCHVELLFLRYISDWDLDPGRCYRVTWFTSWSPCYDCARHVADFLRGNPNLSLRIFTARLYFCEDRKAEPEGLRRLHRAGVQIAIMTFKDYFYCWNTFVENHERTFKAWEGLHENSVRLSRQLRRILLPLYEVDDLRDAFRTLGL
The depositor's hits bear a star; & = joins results of further samples; [ ] = remark or other dose. Calls come from the whole dose curve; as a rule, active = well fitted curve in the direction sought with a large enough effect; inconclusive = small, poorly fitted or top-dose-only effect, or another doubt; inactive = no such curve, though single readings can be large; an effect the other way counts as inactive or inconclusive. % is set by controls: 0 for no effect and ±100 for the full control effect; potency is the fitted concentration of half-maximal effect. The list is partial; rates above refer to the full screens.

How did CCc1cc(=O)oc2cc(C)cc(OC(C)C(=O)NCCN3CCOCC3)c12 (stereo not drawn) do in these assays?
UDG counterscr: 6%; AID inh: 3%

How did O=C(Nc1ccc(Cl)c(C(F)(F)F)c1)C1CCCN(S(=O)(=O)c2cccc3cccnc23)C1 (stereo not drawn) do in these assays?
UDG counterscr: 5%; AID inh: -6%

What do the screens show for `CCCN(C)Cc1ccc2c(c1)OCO2`?
UDG counterscr: -8%; AID inh: -8%

How did CCN(CC)C(=O)Cn1c(=O)n(-c2ccc(OC)cc2OC)c(=O)c2c(C)c(C(=O)N(CC)CC)sc21 do in these assays?
UDG counterscr: -9%; AID inh: 11%

How did CCc1ccccc1NC(=O)CSc1nnc(-c2cc(OC)c(OC)c(OC)c2)o1 do in these assays?
UDG counterscr: -11%; AID inh: 7%

How did O=C(NNC(=O)C1CCCC1)c1cccc([N+](=O)[O-])c1 do in these assays?
UDG counterscr: 3%; AID inh: -5%

Results for CCC(=O)c1ccc(OC(=O)/C=C/c2cccc(Cl)c2)cc1 ?
UDG counterscr: -4%; AID inh: -5%

What do the screens show for `CCCCNc1oc(/C=C/c2cccc(OC)c2)nc1C#N`?
UDG counterscr: -2%; AID inh: -16%

Results for COc1ccc(C2NC(=O)c3c(sc4c3CCN(C)C4)N2)cc1O (stereo not drawn) ?
UDG counterscr: -20%; AID inh: inconclusive

What do the screens show for `Cc1ccc2[nH]c3c(=O)n(CC(=O)NCCCN4CCN(c5ccc(F)cc5)CC4)ncc3c2c1`?
UDG counterscr: -13%; AID inh: 144%

Results for Cc1nc(-c2cccc(F)c2)sc1CCNC(=O)c1ccc(F)c(F)c1 ?
UDG counterscr: -15%; AID inh: -28%

How did Cc1cccc(C)c1NC(=O)CN(C)Cc1cc(=O)oc2c(C)c(O)ccc12 do in these assays?
UDG counterscr: -1%; AID inh: -12%

What do the screens show for `Cc1ccc(CNC(=O)c2nnn(Cc3ccc(F)cc3)c2N)cc1`?
UDG counterscr: -10%[57.5 µM]; AID inh: 12%[57.5 µM]

What do the screens show for `CCc1cccc(NC(=O)COC(=O)c2cn(CC)c3nc(C)ccc3c2=O)c1`?
UDG counterscr: -6%; AID inh: 16%

What do the screens show for `O=C(O)CCCNS(=O)(=O)c1ccc(Cl)cc1`?
UDG counterscr: -17%; AID inh: -17%

How did O=C(N[C@@H]1C[C@H]2CC[C@@H]1C2)c1ccc(F)cc1 do in these assays?
UDG counterscr: -13%; AID inh: -7%

What do the screens show for `CCOC(=O)c1oc2ccc(S(=O)(=O)n3nc(-c4ccccc4OC)cc3N)cc2c1C`?
UDG counterscr: -7%; AID inh: -11%

Results for CCc1cccc(CC)c1NC(=O)COC(=O)c1cc(=O)c2ccccc2o1 ?
UDG counterscr: 3%; AID inh: -4%

What do the screens show for `Cc1ccc(CN2CCN(CC(=O)Nc3ccc(C)c(C)c3)S2(=O)=O)cc1`?
UDG counterscr: -3%; AID inh: 2%

Results for NC(N)=NC(N)=Nc1ccc(Br)cc1 ?
UDG counterscr: -5%&-8%; AID inh: -8%&-8%

Results for O=C(NC1CCCCCC1)C(Cc1ccccc1)NS(=O)(=O)c1ccc(Br)s1 (stereo not drawn) ?
UDG counterscr: -8%; AID inh: -10%

Results for COc1ccc(NC(=O)Cn2c(=O)n(-c3ccc(OC)c(OC)c3)c(=O)c3ccccc32)cc1 ?
UDG counterscr: -4%; AID inh: 1%

What do the screens show for `COc1cccc(NC(=O)CCS(=O)(=O)c2ccc3c(c2)oc(=O)n3C)c1`?
UDG counterscr: 1%[57.5 µM]; AID inh: 2%[57.5 µM]

What do the screens show for `COc1ccc(OC)c(NC(=O)c2ccc3c(Cl)c4c(nc3c2)CCCC4)c1`?
UDG counterscr: -6%; AID inh: -20%

Results for Cc1c(C#N)c(NC(=O)CSc2nnc(C)n2-c2ccccc2)n(Cc2ccccc2)c1C ?
UDG counterscr: -9%; AID inh: -24%

How did Cc1nn(CC(=O)NCCc2ccccc2Cl)c(=O)c2nn(-c3ccccc3)c(C)c12 do in these assays?
UDG counterscr: -5%; AID inh: -17%

How did CC(=O)Nc1cc(C(=O)NCc2ccc(F)cc2)ccc1Sc1ccc(F)cc1 do in these assays?
UDG counterscr: -12%; AID inh: -26%

Results for CSc1ccc(C)c(C(=O)NCC(C)C)c1 ?
UDG counterscr: -8%; AID inh: -5%

How did CCCCN(CC)CCCNC(=O)c1nn(C)c2c1CS(=O)(=O)c1ccccc1-2 do in these assays?
UDG counterscr: 7%; AID inh: 24%

How did CC(C)n1cnnc1SCCOc1ccccc1Cl do in these assays?
UDG counterscr: 4%; AID inh: -2%

Results for C/C(=N\N(c1ccccc1)c1ccccc1)c1ccc(Br)cc1 ?
UDG counterscr: -6%; AID inh: -1%

Results for c1ccc2[nH]c(-c3ccc4c(c3)CCCC4)cc2c1 ?
UDG counterscr: -5%; AID inh: 22%

Results for O=S(=O)(Nc1nc2n(n1)C(c1ccc(F)cc1)C=C(c1ccccc1)N2)c1ccccc1 (stereo not drawn) ?
UDG counterscr: 5%; AID inh: -29%

Results for CCN(CC)CCCNC(=O)CNc1nc(Cl)nc2nc[nH]c12 ?
UDG counterscr: 0%; AID inh: -7%

How did O=C1CC(c2nc3ccccc3n2CCC2CCCCC2)CN1c1ccccc1Cl (stereo not drawn) do in these assays?
UDG counterscr: -11%; AID inh: inconclusive

Results for O=C(CCC1CCCC1)NCCNC(=O)CCC1CCCC1 ?
UDG counterscr: 5%; AID inh: -6%

How did CC[n+]1c(C)ccc2ccccc21 do in these assays?
UDG counterscr: -1%; AID inh: 74%[activator]

What do the screens show for `COc1ccc(NC(=O)CC2C(=O)N(c3ccccc3)C(=O)N2CCc2sccc2C)cc1` (stereo not drawn)?
UDG counterscr: -25%; AID inh: 10%

What do the screens show for `COc1ccc(Br)cc1CNC(=O)c1cc(=O)[nH]c2ccc(S(=O)(=O)N3CCCCC3C)cc12` (stereo not drawn)?
UDG counterscr: -3%; AID inh: -8%

What do the screens show for `CCCCOC(=O)COc1ccc2c(=O)c(Oc3ccc(CC)cc3)c(C(F)(F)F)oc2c1`?
UDG counterscr: -8%; AID inh: -7%

Among those listed so far, nine have four or more nitrogen atoms:
How did CCN(CC)C(=O)Cn1c(=O)n(-c2ccc(OC)cc2OC)c(=O)c2c(C)c(C(=O)N(CC)CC)sc21 do in these assays?
UDG counterscr: -9%; AID inh: 11%

What do the screens show for `Cc1ccc2[nH]c3c(=O)n(CC(=O)NCCCN4CCN(c5ccc(F)cc5)CC4)ncc3c2c1`?
UDG counterscr: -13%; AID inh: 144%

What do the screens show for `Cc1ccc(CNC(=O)c2nnn(Cc3ccc(F)cc3)c2N)cc1`?
UDG counterscr: -10%[57.5 µM]; AID inh: 12%[57.5 µM]

Results for NC(N)=NC(N)=Nc1ccc(Br)cc1 ?
UDG counterscr: -5%&-8%; AID inh: -8%&-8%

Results for Cc1c(C#N)c(NC(=O)CSc2nnc(C)n2-c2ccccc2)n(Cc2ccccc2)c1C ?
UDG counterscr: -9%; AID inh: -24%

How did Cc1nn(CC(=O)NCCc2ccccc2Cl)c(=O)c2nn(-c3ccccc3)c(C)c12 do in these assays?
UDG counterscr: -5%; AID inh: -17%

How did CCCCN(CC)CCCNC(=O)c1nn(C)c2c1CS(=O)(=O)c1ccccc1-2 do in these assays?
UDG counterscr: 7%; AID inh: 24%

Results for O=S(=O)(Nc1nc2n(n1)C(c1ccc(F)cc1)C=C(c1ccccc1)N2)c1ccccc1 (stereo not drawn) ?
UDG counterscr: 5%; AID inh: -29%

Results for CCN(CC)CCCNC(=O)CNc1nc(Cl)nc2nc[nH]c12 ?
UDG counterscr: 0%; AID inh: -7%

Further records:
How did CCOc1ccc(NC(=O)Nc2ccc(CN3CCOCC3)cc2)cc1 do in these assays?
UDG counterscr: -6%; AID inh: -3%

What do the screens show for `Cc1cc(C)c(S(=O)(=O)Nc2ccc(-c3ccc(N4CCCCCC4)nn3)cc2)cc1C`?
UDG counterscr: 0%; AID inh: -7%

What do the screens show for `Cc1ccc(NC(=O)c2c(C)nc3sc(C(=O)Nc4ccc(F)cc4)c(N)c3c2-c2ccc(Cl)cc2)c(C)c1`?
UDG counterscr: 89µM*; AID inh: 32µM*

What do the screens show for `CCOC(=O)C1CCC(CN(Cc2ccc(Cl)cc2)S(=O)(=O)c2ccc(F)c(C(=O)Nc3cccc(F)c3)c2)CC1` (stereo not drawn)?
UDG counterscr: inconclusive; AID inh: -17%

How did O=C(Nc1c(F)cc(F)cc1Br)C1CCN(C(=O)N2CCOc3ccccc32)CC1 do in these assays?
UDG counterscr: 2%; AID inh: 1%

What do the screens show for `Cc1ccc(Oc2ccccc2NC(=O)Cc2nn(C)c(=O)c3ccccc23)cc1`?
UDG counterscr: -6%; AID inh: -18%

What do the screens show for `COc1cc(OC)c(N(C)C(=O)c2c(C)oc3ncnc(N4CCCCC4)c23)cc1Cl`?
UDG counterscr: -28%; AID inh: -10%

Results for N#C/C(=C/c1ccccc1OC(F)F)C(=O)Nc1cccc(C(F)(F)F)c1 ?
UDG counterscr: 4%; AID inh: -5%

Results for CCOCc1ccccc1Nc1ncnc2onc(-c3ccc(Cl)cc3)c12 ?
UDG counterscr: 0%; AID inh: 0%

Results for COc1ccc(-n2nnnc2SCC(=O)Nc2cc(C)nn2-c2ccccc2C)cc1 ?
UDG counterscr: -7%; AID inh: -2%

What do the screens show for `Cc1ccc(-c2nc(CN3C(=O)C(=O)N(C(C)C)C3=O)co2)c(C)c1`?
UDG counterscr: -9%; AID inh: -6%

Results for COc1ccc(-c2csc3ncnc(Nc4cc(OC)cc(OC)c4)c23)cc1 ?
UDG counterscr: -14%; AID inh: 7%

What do the screens show for `O=C(CSCc1ccccc1Br)Nc1cccc(F)c1`?
UDG counterscr: -8%; AID inh: -12%

What do the screens show for `Cc1ccc2nc(-c3ccc(C)s3)cc(C(=O)NCCN3CCOCC3)c2c1`?
UDG counterscr: -6%; AID inh: -9%

How did CC(C)CC(=O)Nc1ccc(Cl)c(-c2nc3ccccc3[nH]2)c1 do in these assays?
UDG counterscr: 12%; AID inh: 11%

What do the screens show for `Cc1ccc(C2CC(=O)CC(c3ccc(C)cc3)C2(C#N)C(N)=O)cc1` (stereo not drawn)?
UDG counterscr: -1%; AID inh: 1%

What do the screens show for `O/N=C/c1ccc(OCc2ccc(Br)cc2)cc1`?
UDG counterscr: 8%; AID inh: 2%

Results for CC(=O)c1c(C)[nH]c(C(=O)c2cc3cc(Br)ccc3o2)c1C ?
UDG counterscr: -1%; AID inh: -5%

What do the screens show for `N#CNC(=Nc1ccc(F)cc1)SCc1ccccc1`?
UDG counterscr: -5%; AID inh: -6%

How did CCc1ccc(NC(=O)CSc2nc3n[nH]c(C)c3c(=N)n2-c2ccccc2C)cc1 do in these assays?
UDG counterscr: -5%; AID inh: 4%

Results for CCc1ccccc1-n1c(SCC(=O)NC(C)c2cc3ccccc3o2)nnc1N1CCOCC1 (stereo not drawn) ?
UDG counterscr: -4%; AID inh: -2%

How did COc1ccc(NC(=O)c2nc(S(=O)(=O)Cc3ccc(C)cc3)ncc2Cl)cc1 do in these assays?
UDG counterscr: -1%; AID inh: 5%

How did Cc1ccc(CN2CCCn3nc(C(=O)NCCc4ccc(Cl)cc4)cc3C2=O)cc1 do in these assays?
UDG counterscr: -6%; AID inh: -26%

Results for Cc1ccc(OC(=O)c2cc(-c3ccc(Cl)cc3)on2)c(C)c1 ?
UDG counterscr: -4%; AID inh: -2%

What do the screens show for `N#Cc1ccc(/C=C/C(=O)c2cc3cc(Cl)ccc3o2)cc1`?
UDG counterscr: -1%; AID inh: -6%

Results for CCOc1ccccc1NC(=O)c1nn(-c2ccc(C)cc2)c(=O)n(C)c1=O ?
UDG counterscr: -8%; AID inh: -11%

How did COc1ccc(OC)c(NC(=O)c2nc(-c3ccccc3)oc2C)c1 do in these assays?
UDG counterscr: 1%; AID inh: 7%

What do the screens show for `CC(C)c1cccc(NC(=O)c2ccc3c(c2)NC(=O)CS3)c1`?
UDG counterscr: -1%; AID inh: 6%

What do the screens show for `CCC1CN(C(=O)Cn2cnc3sccc3c2=O)CCO1` (stereo not drawn)?
UDG counterscr: 2%; AID inh: 14%

What do the screens show for `Cc1ccc2c(COC(=O)[C@H](C)NC(=O)c3ccccc3)cc(=O)oc2c1`?
UDG counterscr: -6%; AID inh: -12%

Results for Cc1cc2c(cc1Cl)N(C(=O)Nc1ccc(Oc3cccnc3C)nc1)CC2 ?
UDG counterscr: -16%; AID inh: -23%

How did Cn1nnnc1SCCCNCc1ccccc1OCc1ccc(F)cc1 do in these assays?
UDG counterscr: 2%; AID inh: -4%

What do the screens show for `O=C(CSc1nc2ccccc2o1)N1CCN(C(=O)C2CC2)CC1`?
UDG counterscr: -4%; AID inh: -1%

What do the screens show for `CN(C)CCCNCCC#N`?
UDG counterscr: -9%; AID inh: -2%

Results for COc1ccc(Cl)cc1NC(=O)Cn1c(=O)n(Cc2ccc(F)cc2)c(=O)c2cccnc21 ?
UDG counterscr: 52%[activator]; AID inh: 49%[activator]

How did N#Cc1c(-n2ncnc2-c2ccc(F)cc2)sc2c1CCCCC2 do in these assays?
UDG counterscr: 4%; AID inh: -13%

What do the screens show for `CC(=O)N1CCC(C(=O)NCc2ncc(-c3ccccc3)o2)CC1`?
UDG counterscr: -13%; AID inh: 5%

How did Clc1ccc(CN2CCc3nc(N4CCN(c5ccccn5)CC4)ncc3C2)cc1 do in these assays?
UDG counterscr: 9%; AID inh: 72%[activator]

What do the screens show for `CCCCC1CCC(c2ccc(C(=O)O)cc2)CC1` (stereo not drawn)?
UDG counterscr: -5%; AID inh: inconclusive

How did O=C(O)c1cc(/C=C/c2csc(-c3ccc(Cl)cc3)n2)nc2ccccc12 do in these assays?
UDG counterscr: 5%; AID inh: -5%

Results for Cc1ccc(NC(=O)c2ccc3[nH]c(C)cc(=O)c3c2)cc1 ?
UDG counterscr: 0%; AID inh: 9%

Results for O=C(CSc1nc2ccccc2n1CC(=O)Nc1ccc(F)cc1F)Nc1ccc(F)cc1 ?
UDG counterscr: -3%; AID inh: -6%
